Anthrax LF prot: blocks Bacillus anthracis lethal factor protease | P15917 | multiplex microsphere protease cleavage assay, LF | inhibition, % at 10 µM | actives 0.12% (n = 360,000); in the data active = inhibition above about 30%; note: plate controls were buffer without enzyme for full effect and enzyme alone for no effect
SSB-PriA inh: inhibitors of Klebsiella pneumoniae PriA binding to SSB C-terminal tail; inhibition, % at 33 µM; actives 0.6% (n = 430,000); AID 1272365; AlphaScreen SSBct-PriA binding, biotinylated peptide; in the data active = inhibition mostly above about 37%, no sharp cut-off; inactive = mostly below about 20%;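 note: plate controls were negative control peptide for no effect and reference peptide for full effect; strong numbers were not always called active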
MazEF act: MazEF (E. coli) toxin RNase activation. P0AE70. FAM/BHQ RNA-DNA oligo cleavage fluorescence, 5 h. activation, % at 20 µM. actives 0.32% (n = 350,000); in the data active = activation above about 50%
Target sequence (P0AE70 whole entry, looked up): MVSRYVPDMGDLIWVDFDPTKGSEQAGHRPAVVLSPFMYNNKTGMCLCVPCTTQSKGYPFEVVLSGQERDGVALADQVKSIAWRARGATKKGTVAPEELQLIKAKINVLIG
Rv3671c inh: inhibitors of M. tuberculosis serine protease Rv3671c | actives 0.048% (n = 320,000) | AID 2606 | inhibition, % at 5.96 µM; in the data active = inhibition above about 38%;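 note: extracellular domain of Rv3671c used as enzyme; 0% = enzyme with DMSO and 100% = no enzyme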
Target sequence (P9WHR9 whole entry, looked up, the tested form may be a part): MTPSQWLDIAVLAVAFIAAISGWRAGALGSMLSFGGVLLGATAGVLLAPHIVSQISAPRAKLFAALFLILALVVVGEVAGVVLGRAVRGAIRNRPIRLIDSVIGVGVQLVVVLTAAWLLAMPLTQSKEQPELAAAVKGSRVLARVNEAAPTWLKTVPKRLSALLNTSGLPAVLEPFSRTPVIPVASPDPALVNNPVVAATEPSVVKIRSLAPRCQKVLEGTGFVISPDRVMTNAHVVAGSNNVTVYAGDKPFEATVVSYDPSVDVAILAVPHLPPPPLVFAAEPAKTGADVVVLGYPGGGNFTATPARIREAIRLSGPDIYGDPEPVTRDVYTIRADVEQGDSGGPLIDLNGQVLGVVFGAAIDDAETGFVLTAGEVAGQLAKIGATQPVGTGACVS
SARS 3CLpro inh: SARS-CoV 3CLpro protease inhibition; inhibition, % at 6 µM; recombinant SARS-CoV 3CLpro, quenched FRET peptide cleavage; AID 1706; actives 0.14% (n = 290,000); P0C6X7; in the data active = inhibition above about 12%
TcdB GH inh: TcdB glycohydrolase inhibition. actives 0.24% (n = 350,000). inhibition, % at 9.99 µM. AID 652162. TcdB glycohydrolase enzymatic assay, plate reader. P18177; in the data active = inhibition above about 10%
Y pestis TopoI: inhibitors of Yersinia pestis topoisomerase I; activity, % at 10 µM; Y. pestis Topo-I cleavage product accumulation, plate reader; actives 0.064% (n = 360,000); in the data active = activity above about 50%, passing the limit was not always enough; note: inactives centre near 2
BH1578 lux ind: induces V. cholerae light production without autoinducers; V. cholerae BH1578 lux reporter, luminescence, 6 h; actives 0.16% (n = 350,000); activation, % at 18.7 µM; in the data active = activation mostly above about 9.7%, no sharp cut-off; note: not every result past the cut was called active; inactives centre near 0; reference of the scale not given here
PfHsp40 rescue: restores yeast growth despite PfHsp40 toxicity | S. cerevisiae expressing PfHsp40, growth rescue, ATP luminescence | growth rescue, % at 12.5 µM | actives 0.68% (n = 340,000) | AID 504582; in the data active = growth rescue above about 28%, passing the limit was not always enough;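 note: yeast W303a lacking pdr1 and pdr3 grown in galactose medium; growth measured after three days at 30 °C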
DUSP3 inh: blocks human VHR1 dual specificity phosphatase; inhibition, % at 13.3 µM; recombinant VHR phosphatase, pNPP absorbance; P51452; actives 0.52% (n = 290,000); in the data active = inhibition above about 50%; note: some compounds called inactive have numbers as strong as hits
Target sequence (P51452 whole entry, looked up): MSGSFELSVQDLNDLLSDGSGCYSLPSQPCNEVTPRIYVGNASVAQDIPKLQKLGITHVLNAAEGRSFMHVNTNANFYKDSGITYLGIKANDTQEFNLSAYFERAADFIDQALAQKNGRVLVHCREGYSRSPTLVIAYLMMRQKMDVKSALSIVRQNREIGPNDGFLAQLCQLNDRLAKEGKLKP
The depositor's hits bear a star; i = inactive; / = no result given. The list is partial (hit frequency here may not be typical).

SMILES	Anthrax LF prot	SSB-PriA inh	MazEF act	Rv3671c inh	SARS 3CLpro inh	TcdB GH inh	Y pestis TopoI	BH1578 lux ind	PfHsp40 rescue	DUSP3 inh
COc1cccc(OC2OC3COC(C)(C)OC3C(O)C2NC(C)=O)c1 (stereo unspecified)	/	-3.8	-1.6	-3.9	0.4	0.7	-6.3	i	-0.7	-14.0
Cc1ccc(S(=O)(=O)Nc2ccncc2)c(C)c1N(C)S(=O)(=O)c1ccc(Cl)cc1	2.6	-4.4	0.5	-2.9	-1.7	0.3	-4.3	-0.4	-0.6	7.6
CC1CCN(S(=O)(=O)c2ccc(C(=O)NCc3cccnc3)cc2)CC1	1.9	-4.3	3.4	4.2	-1.0	-0.5	8.1	-0.4	1.3	5.9
CN(C)c1cccc(NC2=CC(=[N+]3CCOCC3)CC(C)(C)C2)c1	-14.3	/	-1.0	4.5	2.7	/	-3.1	3.2	-0.2	-12.5
O=C(COC(=O)Cc1c(F)cccc1Cl)Nc1nnc(-c2ccccc2)o1	-2.8	9.2	-4.5	3.2	/	1.2	-2.6	-1.4	2.7	/
O=C(N/N=C/c1cn(Cc2cccc(F)c2)c2ccccc12)c1cc(O)cc(O)c1	-1.1	/	-9.1	/	-1.4	0.5	4.6	-1.7	1.0	/
C=CCNC(=O)/C(C#N)=C/c1ccccc1[N+](=O)[O-]	1.6	-4.2	-27.6	-1.3	-0.5	-0.3	-9.6	-0.6	1.4	1.3
CC(NC(=O)CCc1nc2cc(S(=O)(=O)N3CCOCC3)ccc2n1C)c1ccc(S(N)(=O)=O)cc1 (stereo unspecified)	1.0	-2.6	5.7	-0.6	3.8	-0.1	-3.0	-0.6	-1.1	5.5
Cn1c(=O)n(C)c2cc(NC(=O)COc3ccc(Cl)cc3)ccc21	-6.0	-16.2	10.8	-4.0	-2.9	0.4	13.4	i	0.2	13.1
CN1CCN(C(=O)CNC(=O)Cc2ccc(Cl)cc2)CC1	-6.2	-3.3	1.1	0.5	8.1	1.2	-5.8	-0.2	-0.1	20.8
O=C(c1cccc(S(=O)(=O)N2CCCC2)c1)N1CCN(c2ncccn2)CC1	1.9	-8.2	-3.6	-2.8	-3.3	7.6	-0.3	i	0.5	-3.6
CN(C1CCCCC1)S(=O)(=O)c1ccc(C(=O)Nc2sc3c(c2C(N)=O)CC(C)(C)NC3(C)C)cc1	0.6	8.8	24.8	-11.9	0.4	0.6	-26.0	-0.3	-0.5	-5.9
Cc1cc(Cl)c(S(=O)(=O)N2CCN(c3ccccc3)CC2)cc1OCC(N)=O	/	-19.9	3.3	4.4	2.0	/	-8.9	0.4	-0.9	22.3
CCC(Sc1nc2ncccc2[nH]1)C(=O)N1CCOCC1 (stereo unspecified)	2.4	3.0	5.8	2.5	-5.6	-0.4	5.6	-0.4	-0.6	-10.3
CC(O)CNc1cnccn1 (stereo unspecified)	0.4	-16.6	-2.4	-7.4	-1.2	/	-10.9	6.7	-0.9	-6.4
O=C(CN1CCCC1)Nc1ccccc1Cl	0.8	-9.5	2.1	-0.6	2.7	/	-2.4	i	0.6	7.6
CCN(CC)C(=O)c1sc2nc(-c3ccccn3)[nH]c(=O)c2c1C	0.6	-4.8	-6.8	2.4	/	0.7	8.6	i	1.4	/
COC(=O)c1ccccc1S(=O)(=O)N1CCC(C(=O)OC(C)C(=O)Nc2ccc(NC(C)=O)cc2)CC1 (stereo unspecified)	-2.9	-5.9	2.8	-1.8	2.9	0.6	-7.2	0.2	-2.0	14.0
COc1ccc(CNC(=O)c2ccc[nH]2)cc1Cl	-7.8	8.5	5.0	-11.4	-4.6	0.6	2.0	-0.6	-0.7	26.4
O=C(CSc1nc(COc2ccccc2)nc2ccccc12)NC1CCCC1	-4.3	-0.5	-9.6	1.3	-1.6	1.8	-0.2	-0.6	-0.9	4.0
CCOC(=O)NNC(=S)Nc1c(C)n(C)n(-c2ccccc2)c1=O	-0.4	10.1	5.3	7.1	-1.9	0.6	7.5	-2.3	0.8	12.0
NC(=O)c1ccc(-c2csnn2)cc1	-6.5	-2.9	-0.3	-2.9	-1.8	-0.1	-9.0	i	-1.0	13.8
COc1cccc(NC2=Nc3cccc4cccc2c34)c1	-3.2	41.1*	-3.1	-11.4	3.2	2.0	2.7	-0.2	0.9	16.9
CCc1nc2ccc(C(=O)NCCOc3ccc(OC)cc3)cn2c1N(C=O)Cc1ccc(OC)cc1	-9.4	/	/	/	/	-0.1	17.3	-0.4	/	/
Cc1cccn2c(=O)c3cc(C(=O)N4CCN(Cc5ccccc5)CC4)sc3nc12	-1.0	-6.5	-2.8	4.0	/	0.8	10.4	0.1	1.3	/
O=C1c2ccc(-c3ccc(F)cc3OCc3ccccc3)cc2S(=O)(=O)c2cccc(C(=O)N3CCN(c4ncc(Br)cn4)CC3)c21	-0.4	7.8	11.8	-17.1	/	0.5	-7.3	1.0	-2.0	/
CCC(C)C(NS(=O)(=O)c1ccc(C)cc1)C(=O)NCCCN1CCOCC1 (stereo unspecified)	2.4	-1.8	6.7	1.6	-3.1	1.5	6.4	-3.4	-1.8	-7.2
O=C(NC1CCCC1)C(c1ccccc1)N(Cc1ccc(F)cc1)C(=O)c1csnn1 (stereo unspecified)	-0.8	2.0	6.1	-0.3	6.5	2.3	16.7	-0.1	-0.5	-9.4
O=[N+]([O-])c1ccc(N2CCN(CCOCCO)CC2)c([N+](=O)[O-])c1	-1.9	-2.0	11.4	2.0	-0.3	1.2	9.2	-0.3	-1.2	7.3
CCC1=NC(c2ccccc2Cl)N(O)C1(C)C (stereo unspecified)	-1.5	-3.9	-1.2	3.4	-2.8	0.6	2.8	-5.6	0.1	23.4
COc1ccc(NC(=S)N(CCO)Cc2cc3c(C)cc(C)cc3[nH]c2=O)cc1	-5.7	2.9	18.7	7.0	4.9	2.3	14.3	-6.2	0.0	8.7
O=c1c2ccccc2[nH]c(=S)n1-c1ccc(Br)cc1	-0.1	-0.2	6.1	-12.3	4.0	1.5	0.3	-0.5	-0.4	-0.2
COc1ccc(OCc2nnc(SCC(=O)Nc3ccccc3C#N)o2)cc1	-2.1	-18.7	3.8	-5.8	-1.6	2.2	4.1	-0.3	-0.5	-2.6
CCOc1cc(CNCc2cc(OC)cc(OC)c2)ccc1OC	-3.2	0.0	10.2	2.4	1.3	-0.8	2.8	i	-1.9	51.3*
CCOC(=O)C1(Cc2cccc(OC)c2)CCN(Cc2ccc(OC)c(O)c2)CC1	-4.7	-0.3	1.1	0.5	0.8	1.9	-6.9	-0.4	-0.1	-0.4
COCc1c(C(=O)N/N=C\c2cccs2)nnn1-c1nonc1N	-1.0	/	4.3	6.7	-3.8	0.8	-1.0	-0.1	0.3	15.3
CC1(NC(=O)CCc2nc3ccccc3c(=O)[nH]2)CCS(=O)(=O)C1 (stereo unspecified)	-1.0	7.5	-0.5	-5.6	2.7	-1.5	6.2	i	1.4	1.8
O=C1c2ccsc2SCCN1Cc1ccc(Cl)cc1Cl	-5.2	-25.3	-1.3	-2.5	-0.7	/	30.1	-3.1	21.8	12.0
CC(=O)Nc1cccc(C(=O)OCC(=O)NC2CCCCCCC2)c1	-1.9	-0.6	-22.4	-5.6	/	-3.8	-6.3	0.6	-0.3	/
O=C(COC(=O)c1cc([N+](=O)[O-])ccc1NCc1ccccc1)NC1CCCc2ccccc21 (stereo unspecified)	-0.5	7.2	13.5	-2.8	3.4	/	6.9	-6.3	-0.3	17.5
Cc1noc(C)c1COc1ccc(C(=O)OC(C)C(=O)Nc2ccc(S(=O)(=O)N3CCOCC3)cc2)cc1 (stereo unspecified)	-1.4	1.1	-0.1	5.0	7.1	0.9	0.6	-0.2	-1.2	-10.0
CCNc1nc(=S)nc(NCc2ccccc2)[nH]1	/	/	/	-1.3	3.2	1.1	/	/	/	8.6
O=C(Cn1cc([N+](=O)[O-])ccc1=O)NCC1COc2ccccc2O1 (stereo unspecified)	-6.1	-8.9	2.3	-7.8	/	0.4	-1.1	0.7	0.7	/
COc1ccc(CCC(=O)NCC(c2ccco2)N2CCc3ccccc32)cc1 (stereo unspecified)	-3.8	7.1	1.4	1.0	/	2.7	-9.6	-0.8	0.2	/
Cc1ccc(NC(=O)c2ncn(CCCNCC(C)c3ccccc3)n2)cc1C (stereo unspecified)	-5.5	-2.6	3.5	/	/	1.0	3.6	i	-1.0	/
Cc1cc(C)nc(NC(=O)c2c(-c3ccccc3Cl)noc2C)n1	5.5	-2.3	-1.1	-0.3	-4.4	/	-0.7	-2.1	0.2	1.2
CCCc1nc2scc(-c3ccc(C)cc3)c2c(=O)n1N	5.9	-22.6	1.3	2.8	6.6	/	15.5	-2.0	0.9	11.3
CCCCCC(=O)Nc1cccc(-c2nc3ncccc3o2)c1	-5.4	-9.5	-9.0	-4.2	-2.9	-0.2	4.2	-0.5	3.9	16.5
Cn1c(CNC(=O)OC(C)(C)C)n[nH]c1=S	-0.8	-0.5	7.8	0.3	1.8	0.6	3.2	6.7	-1.3	12.9
Cc1nn(CC(=O)Nc2ccc(N3CCOCC3)cc2)c(C)c1Cl	1.4	3.9	3.7	-2.1	-0.2	0.9	4.7	-1.9	-0.7	14.0
O=C(CN1C(=O)c2ccccc2C1=O)OC(C(=O)c1ccc(Cl)cc1)c1ccccc1 (stereo unspecified)	-1.3	-15.6	-4.5	-5.7	1.1	/	21.4	-0.2	1.2	26.1
COc1ccccc1S(=O)(=O)Cc1ccc(C(=O)NCC(OC)OC)o1	-6.5	-15.0	12.3	-0.8	-0.2	-0.4	8.7	-0.2	-1.6	28.0

Grouped by structure, the compounds so far containing a thiophene ring, fused or not.
SMILES	Anthrax LF prot	SSB-PriA inh	MazEF act	Rv3671c inh	SARS 3CLpro inh	TcdB GH inh	Y pestis TopoI	BH1578 lux ind	PfHsp40 rescue	DUSP3 inh
CN(C1CCCCC1)S(=O)(=O)c1ccc(C(=O)Nc2sc3c(c2C(N)=O)CC(C)(C)NC3(C)C)cc1	0.6	8.8	24.8	-11.9	0.4	0.6	-26.0	-0.3	-0.5	-5.9
CCN(CC)C(=O)c1sc2nc(-c3ccccn3)[nH]c(=O)c2c1C	0.6	-4.8	-6.8	2.4	/	0.7	8.6	i	1.4	/
Cc1cccn2c(=O)c3cc(C(=O)N4CCN(Cc5ccccc5)CC4)sc3nc12	-1.0	-6.5	-2.8	4.0	/	0.8	10.4	0.1	1.3	/
COCc1c(C(=O)N/N=C\c2cccs2)nnn1-c1nonc1N	-1.0	/	4.3	6.7	-3.8	0.8	-1.0	-0.1	0.3	15.3
O=C1c2ccsc2SCCN1Cc1ccc(Cl)cc1Cl	-5.2	-25.3	-1.3	-2.5	-0.7	/	30.1	-3.1	21.8	12.0
CCCc1nc2scc(-c3ccc(C)cc3)c2c(=O)n1N	5.9	-22.6	1.3	2.8	6.6	/	15.5	-2.0	0.9	11.3

Rewritten with values under each structure: part of the list above
Results follow in this order: Anthrax LF prot | SSB-PriA inh | MazEF act | Rv3671c inh | SARS 3CLpro inh | TcdB GH inh | Y pestis TopoI | BH1578 lux ind | PfHsp40 rescue | DUSP3 inh
> Cc1cc(C)nc(NC(=O)c2c(-c3ccccc3Cl)noc2C)n1
  5.5 | -2.3 | -1.1 | -0.3 | -4.4 | / | -0.7 | -2.1 | 0.2 | 1.2
> Cn1c(CNC(=O)OC(C)(C)C)n[nH]c1=S
  -0.8 | -0.5 | 7.8 | 0.3 | 1.8 | 0.6 | 3.2 | 6.7 | -1.3 | 12.9

Bioassay records (PubChem BioAssay)
